Screening results deposited in PubChem by The Scripps Research Institute Molecular Screening Center.
PLC-gamma1 inh = PLC-gamma1 (human) inhibition, primary screen; P19174; purified PLC-gamma1, fluorogenic substrate, fluorescence; inhibition, % at 12.2 µM; 370,000 tested, 0.84% active; AID 720700; in the data active = inhibition above about 9.5%
DAX1 inh-1 = inhibitors of DAX1 repression of SF-1 activated StAR promoter; 370,000 tested, 1.1% active; inhibition, % at 6.8 µM; AID 652010; HEK293T StAR-luciferase reporter, SF-1/DAX-1 repression relief;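 active = inhibition above the mean over all tested compounds plus 3 SD, cut at about 3.6% in these data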;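 note: 0% = DAX-1 cells with DMSO and 100% = cells lacking DAX-1 with DMSO; higher inhibition means more luminescence from relief of DAX-1 repression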
PLCb3 inh = PLC-beta3 (human) inhibition, primary screen. Q01970. Purified PLC-beta3, fluorogenic substrate, fluorescence. inhibition, % at 12.2 µM. 370,000 tested, 0.18% active. AID 720704; in the data active = inhibition above about 11%;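 note: 0% = median of compound wells on plate and 100% = full blocker control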
Target sequence (Q01970 whole entry, looked up): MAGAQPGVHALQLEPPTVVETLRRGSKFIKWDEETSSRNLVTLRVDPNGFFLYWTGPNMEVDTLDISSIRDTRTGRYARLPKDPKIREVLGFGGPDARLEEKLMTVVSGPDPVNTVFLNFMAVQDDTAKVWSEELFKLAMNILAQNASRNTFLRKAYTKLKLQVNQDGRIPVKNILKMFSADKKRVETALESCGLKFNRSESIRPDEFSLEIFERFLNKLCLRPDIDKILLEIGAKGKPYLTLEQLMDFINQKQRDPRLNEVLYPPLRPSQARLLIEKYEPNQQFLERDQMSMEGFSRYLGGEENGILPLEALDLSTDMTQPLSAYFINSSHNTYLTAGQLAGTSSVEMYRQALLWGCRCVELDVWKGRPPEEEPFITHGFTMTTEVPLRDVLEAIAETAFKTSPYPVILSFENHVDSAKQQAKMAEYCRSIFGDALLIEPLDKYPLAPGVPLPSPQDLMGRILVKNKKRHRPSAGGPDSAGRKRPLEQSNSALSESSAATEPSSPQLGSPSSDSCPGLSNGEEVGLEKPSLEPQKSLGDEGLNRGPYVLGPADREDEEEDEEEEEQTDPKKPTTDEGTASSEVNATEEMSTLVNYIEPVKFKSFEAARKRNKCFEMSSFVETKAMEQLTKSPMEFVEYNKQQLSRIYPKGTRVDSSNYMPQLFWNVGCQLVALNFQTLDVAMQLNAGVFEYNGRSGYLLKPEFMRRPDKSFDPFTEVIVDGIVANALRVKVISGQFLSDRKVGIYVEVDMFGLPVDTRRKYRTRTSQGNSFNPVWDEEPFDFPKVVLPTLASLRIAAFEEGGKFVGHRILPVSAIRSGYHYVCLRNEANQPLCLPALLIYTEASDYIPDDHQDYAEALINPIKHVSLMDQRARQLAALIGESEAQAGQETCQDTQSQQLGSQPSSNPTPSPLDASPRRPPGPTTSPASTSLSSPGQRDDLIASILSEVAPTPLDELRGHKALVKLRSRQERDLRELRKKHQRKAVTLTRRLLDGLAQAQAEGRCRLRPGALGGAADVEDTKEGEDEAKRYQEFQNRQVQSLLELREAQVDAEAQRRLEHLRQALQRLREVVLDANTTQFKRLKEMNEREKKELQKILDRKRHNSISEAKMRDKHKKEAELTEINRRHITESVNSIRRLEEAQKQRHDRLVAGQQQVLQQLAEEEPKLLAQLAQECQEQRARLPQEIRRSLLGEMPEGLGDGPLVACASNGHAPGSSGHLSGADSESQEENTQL
ADAM10 inh = inhibits human ADAM10; O14672; recombinant ADAM10, EDANS/DABCYL FRET peptide cleavage, 3 h; inhibition, % at 7 µM; 370,000 tested, 0.62% active; AID 720582;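 active = inhibition above a per-campaign cutoff equal to the mean of compounds falling between control-based bounds plus 3 SD, cut at about 20% in these data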;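 note: 0% = DMSO wells while the 100% control is not disclosed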
ADAM17 inh = ADAM17 inhibition, QFRET primary screen | 370,000 tested, 0.83% active | recombinant ADAM17, EDANS/DABCYL FRET peptide cleavage | inhibition, % at 6.95 µM | AID 720648 | P78536;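 active = inhibition above the mean of compounds lying between control limits plus 3 SD, set per campaign, cut at about 8.5% in these data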;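 note: 0% = DMSO-only wells as the low control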
hgDAF-12 ag = activates the H. glycines DAF-12 receptor ligand-binding domain; activation, % at 6.8 µM; HEK293 GAL4-hgDAF12 UAS-luciferase reporter, agonist luminescence; normalized to butyrate control; AID 687014; 370,000 tested, 1.8% active;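 active = activation above a cutoff set at the mean of all screened compounds plus 3 SD, cut at about 10% in these data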;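 note: 0% = DMSO wells and 100% = sodium butyrate wells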
DAX1 inh-2 = NR0B1 (DAX1) inhibition; P51843; HEK293 Gal4-DAX1 luciferase reporter, luminescence; inhibition, % at 6.75 µM; 340,000 tested, 0.99% active; AID 504766;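 active = inhibition above the mean over all tested compounds plus 3 SD, cut at about 4.2% in these data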;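 note: 0% = DAX1-transfected cells with DMSO and 100% = empty-vector control cells with DMSO; inhibition shows as a rise in luminescence from relieved DAX1 repression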
ssDAF12 agonist = S. stercoralis DAF-12 activation, primary screen. HEK293 ssDAF-12/GRIP1 lit1-tk-luc reporter, luminescence; % of 3 µM dafachronic acid response. activation, % at 6.8 µM. 370,000 tested, 1% active;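 active = activation above the mean over all tested compounds plus 3 SD, cut at about 0.9% in these data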;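 note: 0% = DMSO-only wells and 100% = 3 µM delta7-dafachronic acid wells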
HGIII-sPLA2 inh = Inhibits HGIII-sPLA2 liposome hydrolysis, primary screen; Q9NZ20; QFRET BODIPY PC-A2 liposome hydrolysis, fluorescence; inhibition, % at 12.2 µM; 370,000 tested, 0.56% active;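 active = inhibition above mean plus 3 SD of compounds lying within the high and low control bounds, cut at about 19% in these data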;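 note: 0% = median of test compound wells and 100% = no enzyme DMSO wells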
hcDAF12 agonist = activates DAF-12 receptor from parasite H. contortus. 370,000 tested, 1.4% active. activation, % at 6.8 µM. AID 652067. HEK293 hcDAF-12 lit1-tk-luc reporter, luminescence; 0% DMSO, 100% Δ7-dafachronic acid;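 active = activation above the mean of all tested compounds plus 3 SD, cut at about 5.5% in these data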;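 note: 100% = response to 3 µM Δ7-dafachronic acid high control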
FXN GAA850 act = increases GAA850 frataxin promoter reporter activity | HEK293 lucGAA850 FXN promoter luciferase reporter, 24 h; percent of 10 µM SAHA response | activation, % at 6 µM | 360,000 tested, 0.56% active | AID 540364;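 active = activation above the average of all compounds screened plus 3 SD, cutoff fixed separately per campaign, cut at about 7.5% in these data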;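 note: 0% = DMSO wells and 100% = 10 µM SAHA wells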
An asterisk follows results filed as active; i = inactive; / = not tested or not shown. This is a random part of the collection; any-hit rate near 6.9%.

SMILES	PLC-gamma1 inh	DAX1 inh-1	PLCb3 inh	ADAM10 inh	ADAM17 inh	hgDAF-12 ag	DAX1 inh-2	ssDAF12 agonist	HGIII-sPLA2 inh	hcDAF12 agonist	FXN GAA850 act
OCC1(CO)COC2(CCCC2)N1	1	-0.1	-3	-1	-5	4.1	0.4	-0.7	-1	0.1	2.4
Nc1sc2c(c1C(=O)c1ccccc1)CCCC2	-5	-1.2	-5	8	2	-4.2	3.1	-1.4	7	-0.6	-3.5
O=C(CN1CCN(c2cccc(Cl)n2)CC1)N1CC(O)CO1 (centres undefined)	7	-1.0	4	4	1	-1.0	2.9	-0.3	16	-1.3	1.5
O=C(NCCc1csc(-c2ccccc2)n1)c1c(F)cccc1Cl	0	-0.4	1	-1	-1	0.0	1.2	-2.3	-6	-2.7	1.9
Cc1nc(SC2CC(=O)N(c3ccccc3)C2=O)n[nH]1 (centres undefined)	0	-0.1	1	-9	1	-1.7	0.4	-1.6	-3	-2.7	0.9
OC1(c2cccc(C(F)(F)F)c2)CCN(Cc2nnnn2CCc2ccccc2)CC1	2	0.0	0	5	2	0.5	0.7	-1.2	-16	-1.2	0.6
Cc1cc(C)cc(N(CC(=O)O)S(=O)(=O)c2c(C)[nH]c(=O)[nH]c2=O)c1	3	0.7	-3	-1	-1	-0.6	-0.5	-1.7	-4	-0.5	1.2
CCCOc1ccc(NC(=O)CC2C(=O)Nc3ccccc3N2CC(=O)N2CCCC2)cc1 (centres undefined)	-27	-2.2	-40	-85	-22	-1.6	-0.5	-0.9	-16	-0.3	0.0
COc1cccc(N2CCN(S(=O)(=O)c3ccc4c(c3)oc(=O)n4C)CC2)c1	11*	1.1	1	-7	3	-0.6	-0.3	-1.1	-2	2.3	2.7
O=S(=O)(NN1CCOCC1)c1ccc(Cl)s1	1	-0.2	4	0	-1	-1.7	0.6	-0.7	4	-1.8	1.1
CCC1([N+](=O)[O-])COC(C=Cc2ccccc2)OC1 (centres undefined)	3	2.9	-1	-2	-1	3.0	2.1	-1.3	-2	-1.9	2.5
O=C(CN1C(=O)C2CCCCC2C1=O)Nc1cc([N+](=O)[O-])ccc1F (centres undefined)	2	-0.3	-5	1	-5	0.3	1.7	-0.8	2	-1.5	0.8
O=C(CCCSc1nc2ccccc2c(=O)[nH]1)c1ccccc1	-5	-0.5	-3	-3	0	0.8	0.7	-0.9	-11	-1.0	-0.4
Cc1ccc2nc(SCC(=O)N/N=C/c3ccco3)cc(C)c2c1	2	-0.9	-9	1	-2	-2.1	0.1	-1.7	-13	-2.0	0.0
O=C(NNC(=O)C1C2C=CC(C2)C1C(=O)O)c1cc(Cl)ccc1O (centres undefined)	-202	-0.1	-308	i	-298	0.6	-0.2	-1.5	-5	-2.3	0.6
Cc1oc(C)c(C(=O)O)c1C(=O)O	-1	0.2	-11	-9	-4	-2.2	1.0	-1.1	10	-0.3	4.1
CS(=O)(=O)N(CC(=O)N1CCCCC1)C1CCCCC1	0	-0.4	1	1	0	1.0	1.5	-1.1	4	0.5	-0.2
COC(=O)C1=C(C)N(Cc2ccccc2C(F)(F)F)C(=NCC2CC2)NC1c1ccc(C(F)(F)F)cc1 (centres undefined)	-2	-0.1	1	-1	-1	0.7	/	0.4	-1	-1.5	/
COc1ccc(/C=N/NC(=O)c2ccc(OC)c(OC)c2)cc1COc1c(F)c(F)c(F)c(F)c1F	-2	-0.6	-16	5	4	-0.5	0.7	-1.4	-6	-1.1	0.1
CSc1nc(SCC(=O)O)c2sc3nc(-c4ccccc4)c4c(c3c2n1)CCC4	-2	1.3	-16	-9	-7	-0.6	-1.2	-1.6	-3	1.2	2.0
O=C(COC(=O)COc1cccc(C(F)(F)F)c1)Nc1ccc(N2CCOCC2)cc1	-1	-1.5	-6	-6	-1	-0.3	0.5	-1.2	-2	6.1*	2.2
COc1cc(/C=C/C(=O)OCN2C(=O)c3ccccc3C2=O)ccc1OC(F)F	0	-0.4	-4	-1	-4	-3.6	0.9	-1.1	5	4.2	0.2
CCOC(=O)C(CCOc1cccc(CC)c1)C(=O)OCC	-2	-0.1	-1	9	-1	-0.2	-0.8	-1.2	4	-2.1	0.4
COc1cc(NC(=O)CNC(=O)Cn2ccc3ccccc3c2=O)cc(OC)c1OC	0	-0.5	-9	-5	-3	1.6	-2.0	-1.2	6	-0.2	-1.0
CCOC(=O)c1ccc(S(=O)(=O)Nc2cc(S(=O)(=O)N3CCOCC3)ccc2O)cc1	4	-1.0	-8	-12	-1	-2.9	-0.5	-0.9	-10	-1.3	1.1
Nc1nc(N)c2cc(Sc3ccc(Cl)cc3)ccc2n1	-38	-3.1	-60	-438	-98	-0.7	-1.2	-0.5	-4	0.4	-1.7
Cc1cc(NC(=O)c2cccs2)n(-c2nc3ccccc3[nH]2)n1	0	-1.0	3	8	3	-0.7	1.3	-1.1	-6	1.8	1.7
CC1CN(C(=S)SCC(=O)c2ccc([N+](=O)[O-])cc2)CC(C)O1 (centres undefined)	2	-1.0	0	-1	2	-1.6	-2.0	-1.4	-33	-3.4	0.7
CC(C)(C)S(=O)(=O)/C(C#N)=N/Nc1ccc(Cl)cc1	5	-1.3	4	4	4	-4.0	-1.7	-1.1	-23	-0.8	1.2
COc1cccc(O)c1CN1CCCC(C(=O)c2cccc(C(F)(F)F)c2)C1 (centres undefined)	-2	-0.1	-1	-10	-1	-4.5	-1.8	-1.5	0	-0.9	-3.1
Cc1ccc2cc3cc(C(=O)N4CCN(Cc5ccccc5)CC4)sc3nc2c1	4	-0.4	1	-7	-2	-1.2	1.1	-0.9	2	-1.3	0.3
COc1ccc([C@H]2CN(Cc3ccccc3)C(=O)[C@@H]2CC(=O)Nc2ccccc2)cc1	1	-0.1	3	1	2	6.9	1.9	-0.8	-9	1.1	-2.6
COc1ccc(OCC(O)CNCCOc2ccccc2OC)c(C(C)(C)C)c1 (centres undefined)	5	-0.8	-5	-5	0	-1.7	0.0	-1.4	-4	0.8	-2.9
COc1ccc(NC(=O)CCC(=O)Nc2cc(OC)c(NC(=O)c3cccs3)cc2OC)cc1	-2	-0.1	-9	4	-2	1.1	0.0	-1.1	-5	0.1	1.8
CCOc1ccc(NC(=O)NC(C)CC)cc1 (centres undefined)	2	0.8	3	-2	-3	3.6	0.6	-1.3	-1	-0.2	1.2
O=Cc1ccc(Oc2ncccn2)cc1	3	0.2	-192	2	-4	0.3	1.4	-1.6	-2	-1.1	0.3
CC1CCC2C(=O)N(c3ccc(S(=O)(=O)c4ccccc4)cc3)C(=O)C2C1 (centres undefined)	0	-0.3	-2	-12	-1	1.9	-0.4	-1.2	-5	-1.6	0.6
Cc1cc(C)c(NC(=O)CN)c(C)c1	8	0.1	5	12	4	3.3	-0.8	-0.8	2	-0.5	0.2
Cn1nc(C(=O)Nc2cccc(S(=O)(=O)N3CCOCC3)c2)c2ccccc2c1=O	3	0.6	-6	-6	-2	-1.9	0.4	-1.3	0	-1.9	3.0
Cc1nnc2c(NC3CCCC3)nc3ccccc3n12	3	-0.4	0	0	0	-0.2	2.3	-0.6	1	-0.9	2.4
COc1ccccc1C(=O)NCC(=O)NC1CCCc2ccccc21 (centres undefined)	2	0.6	-3	1	-1	-4.1	-0.2	-0.4	-5	-1.0	0.9
CCOC(=O)C1CCCN(CCC(=O)Nc2cccc(C)c2)C1 (centres undefined)	5	-0.4	-2	-6	-4	-1.9	0.1	-1.4	4	-2.0	0.9
COc1ccccc1C(=O)N=Nc1c(O)[nH]c2ccc([N+](=O)[O-])cc12	-1	0.9	3	3	0	2.1	3.5	-0.6	-2	3.8	1.2
CC1CCN(C(=O)c2ccc(NS(=O)(=O)c3ccccc3)cc2)CC1	2	0.6	-9	4	0	-0.5	-0.5	-1.1	-11	-2.4	4.6
C=CCn1c(SCC(=O)c2ccccc2)nnc1-c1cc2ccccc2o1	-5	0.8	-8	1	-1	0.0	-0.5	-1.5	-38	0.7	-0.2
CCOC(=O)c1c(N)sc2c1CCC1C(=O)N(C3CCCCC3)C(=O)C21 (centres undefined)	-175	0.1	-221	-23	-1	-1.5	-0.3	-1.2	-4	-1.1	3.0
Cc1ccsc1/C=N/n1c(COc2ccccc2)n[nH]c1=S	-4	0.2	-3	8	2	-1.0	-0.2	-0.4	5	-0.9	6.0
CC(=O)Nc1ccc(S(=O)(=O)NCCc2cn3nc(C)c(C)nc3n2)cc1	i	0.5	i	i	-194	-0.2	-0.2	-0.7	-7	0.9	1.4
CCCCCCCCOC(=O)c1ccc(N)cc1	4	1.1	0	11	5	0.0	0.7	-0.6	-3	-1.0	-2.1
CC(C)(C)n1nc2c(c1NC(=O)Cc1cccc3ccccc13)CS(=O)(=O)C2	1	-0.9	-5	2	-4	-0.1	0.1	-1.3	0	-1.2	1.1
CC(C)C(C(=O)O)N1C(=O)C2C3CCC(C3)C2C1=O (centres undefined)	8	2.0	-1	-24	3	0.9	-0.9	-1.0	9	0.1	2.5
Cc1cccc(NC(=S)NC(=O)/C=C/c2ccco2)n1	-25	0.6	-26	-31	-16	5.2	-0.1	-0.1	-1	1.0	4.0
N#CCc1nn2c(-c3ccccc3)ccnc2c1C#N	i	-0.1	i	i	-371	-0.5	-0.7	-0.8	-12	2.4	0.2
CC[C@@H](CCCc1ccccc1OC)CCS(=O)(=O)C(C)(C)C	-1	-1.1	1	1	-2	1.0	/	-1.6	-4	-1.4	/
O=C(CCc1ccccc1)N[C@H]1[C@H](O)CCC[C@]12C(=O)N(Cc1ccccc1)c1ccccc12	1	-0.1	-2	-4	-3	3.6	/	-0.9	4	-0.2	/
COc1ccccc1CCNC(=O)c1c(C)nn(CC(C)C)c1Cl	-2	1.8	-8	2	-3	0.8	0.0	-1.2	2	-2.9	4.7
COc1cccc(-c2cc(C(=O)N/N=C/c3ccc(OC)c(COC(C)=O)c3)c3ccccc3n2)c1	-5	0.0	-11	7	-4	1.4	-0.3	-0.8	0	-0.6	-0.5
O=C(NC1CCC(CC2CCC(NC(=O)C(Cl)Cl)CC2)CC1)C(Cl)Cl (centres undefined)	3	-0.7	-8	7	-1	-0.4	1.6	-1.9	10	-1.3	-1.8
O=C(Cn1nc(C(F)(F)F)c2c1CCCC2)NCCN1CCOCC1	1	-0.1	0	-2	1	-1.2	1.7	-1.2	3	-0.5	1.3
CSc1ccc(Cn2c(C)c(C(=O)NCc3ccco3)sc2=O)cc1	-1	-0.3	-1	-7	3	-2.3	/	-0.6	-4	0.2	-0.1
